Compound activity from PubChem.
S1P4 antagonist: antagonists of human S1P4 receptor | O95977 | S1P4-expressing cells, antagonist mode, reporter read-out | inhibition, % at 4.98 µM | 0.26% of 220,000 active | AID 1510; in the data active means inhibition above about 29%;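 further: 0% = wells stimulated with agonist and 100% = vehicle wells without agonist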
Target sequence (O95977 whole entry, looked up): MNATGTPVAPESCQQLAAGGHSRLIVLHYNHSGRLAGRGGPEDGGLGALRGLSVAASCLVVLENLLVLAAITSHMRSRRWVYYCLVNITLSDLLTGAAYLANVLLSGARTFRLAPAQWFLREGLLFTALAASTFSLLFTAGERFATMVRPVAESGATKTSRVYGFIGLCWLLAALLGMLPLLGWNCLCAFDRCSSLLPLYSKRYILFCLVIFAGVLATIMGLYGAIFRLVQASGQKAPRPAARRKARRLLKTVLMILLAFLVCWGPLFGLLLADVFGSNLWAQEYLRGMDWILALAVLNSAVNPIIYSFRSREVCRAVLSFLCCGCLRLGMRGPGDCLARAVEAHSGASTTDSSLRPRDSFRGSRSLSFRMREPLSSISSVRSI
NPY1 pot ag: potentiators or agonists of human neuropeptide Y receptor Y1; activation, % at 3.6 µM; P25929; NPY-Y1 expressing cells, potentiator/agonist activation; 0.37% of 220,000 active; AID 1304; in the data active means activation above about 33%, passing the limit was not always enough;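 further: cells stimulated with NPY at EC10 then isoproterenol at EC100; 0% = low agonist plus stimulus and 100% = saturating agonist plus stimulus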
S1P4 ag: human S1P4 receptor agonism; 0.35% of 220,000 active; S1P4-expressing cell line, agonist reporter assay; activation, % at 4.98 µM; in the data active means activation above about 11%;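 further: 0% = DMSO vehicle and 100% = reference agonist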
TRPN1 ag: zebrafish TRPN1 (NompC) channel agonism; activation, % at 3 µM; AID 1424; 0.18% of 220,000 active; HEK293 zebrafish TRPN1-YFP, Fluo-8 calcium fluorescence; 100% = response to 87 µM carbachol;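 active means activation above its plate's cutoff, the mean activation of test wells on that plate plus 3 SD, cut at about 19% in these data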;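 further: 0% = DMSO alone and 100% = 87 µM carbachol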
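System: zebrafish TRPN1-YFP in HEK293 cells / Dosing: 3 µM single point / Timing: dye loading 1 h at 37 °C, then 30 min room temperature / Signal: Fluo-8 calcium fluorescence, excitation 470-495 nm, emission 515-575 nm / Read-out basis: percent activation from peak over basal fluorescence ratio, control-normalized / Control set: high carbachol 87 µM, low DMSO alone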
NPY2 pot ag: human NPY-Y2 potentiation or agonism, primary screen; P49146; cells expressing NPY-Y2, potentiator/agonist read-out; activation, % at 3.6 µM; 0.45% of 220,000 active; in the data active means activation above about 27%;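 further: cells stimulated with NPY near EC25 plus isoproterenol at EC100; 0% = vehicle plus submaximal agonist and 100% = vehicle plus saturating agonist; some results beyond the cut were filed as inactive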
Target sequence (P49146 whole entry, looked up): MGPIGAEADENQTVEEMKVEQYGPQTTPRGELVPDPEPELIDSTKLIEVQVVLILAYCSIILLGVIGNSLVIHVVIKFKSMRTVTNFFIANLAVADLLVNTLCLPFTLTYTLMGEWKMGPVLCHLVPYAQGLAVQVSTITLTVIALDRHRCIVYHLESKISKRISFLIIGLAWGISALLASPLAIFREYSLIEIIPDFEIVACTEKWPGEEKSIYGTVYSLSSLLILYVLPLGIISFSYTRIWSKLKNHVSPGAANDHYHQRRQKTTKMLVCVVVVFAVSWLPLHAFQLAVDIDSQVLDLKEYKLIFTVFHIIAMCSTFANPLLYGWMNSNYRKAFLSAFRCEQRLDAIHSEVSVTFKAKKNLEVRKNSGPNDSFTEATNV
TRPML3 ag: activates the human TRPML3 channel | activation, % at 3 µM | HEK293 TRPML3-YFP, Fluo-8 calcium fluorescence; 100% = the carbachol control signal | AID 1448 | Q8TDD5 | 0.29% of 220,000 active;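 active means activation above its plate's cutoff, the mean activation of the plate's test wells plus 3 SD, cut at about 12% in these data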;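 further: 0% = DMSO only wells and 100% = carbachol wells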
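Test system: TRPML3-YFP stable HEK293 cells. Doses: single point at 3 µM. Incubation: dye loading 1 h 37 °C then 30 min ambient, 125 s read. Signal: Fluo-8 calcium dye fluorescence, ex 470-495, em 515-575 nm. Measure: percent activation from peak-to-basal fluorescence ratio, scaled between DMSO and carbachol.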
EP2 mod: modulators of human EP2 prostaglandin E2 receptor; 0.83% of 260,000 active; EP2-expressing cells, cAMP HTRF FRET, PGE2 co-stimulation; AID 940; P43116; induction, % at 25 µM;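 active means compounds whose cAMP rise, as percent of the full-agonist control response, exceeds 60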;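 further: rat C6 glioma line stably carrying human EP2 under a CMV promoter; the protocol text gives 20 µM as final concentration; 100% = response of wells given 1 µM PGE2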
Target sequence (P43116 whole entry, looked up): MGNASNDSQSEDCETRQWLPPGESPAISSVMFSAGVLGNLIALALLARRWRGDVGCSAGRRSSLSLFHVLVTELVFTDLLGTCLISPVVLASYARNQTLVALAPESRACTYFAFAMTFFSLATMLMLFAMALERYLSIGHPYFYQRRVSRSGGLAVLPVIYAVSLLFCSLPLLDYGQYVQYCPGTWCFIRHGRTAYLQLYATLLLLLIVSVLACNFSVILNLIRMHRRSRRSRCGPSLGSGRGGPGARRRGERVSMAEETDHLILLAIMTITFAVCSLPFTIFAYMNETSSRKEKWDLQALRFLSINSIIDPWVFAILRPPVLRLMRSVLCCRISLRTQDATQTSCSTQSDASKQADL
CHOP inh: inhibitors of CHOP induction in ER stress response | 3.8% of 220,000 active | CHO-K1 CHOP-promoter luciferase, tunicamycin-induced, 15-18 h | AID 2732 | inhibition, % at 10 µM;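 active means compounds that reduced the stress-induced luciferase reporter signal by more than about 70% of percent inhibition, limit read from the data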;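 further: 0% = tunicamycin plus vehicle and 100% = wells without tunicamycin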
NPY-Y1 antag: blocks the human neuropeptide Y Y1 receptor. inhibition, % at 3.6 µM. AID 1040. 1% of 200,000 active. P25929. HEK293-CNG Y1 cells, membrane potential fluorescence; NPY at EC95, then isoproterenol;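 active means inhibition above the campaign mean inhibition of all tested compounds plus 3 SD, cut at about 20% in these data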;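 further: 0% = DMSO wells given NPY plus isoproterenol and 100% = isoproterenol alone without NPY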
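System: HEK293 cells with Y1 receptor plus CNG channel / Probe or stimulus: NPY 25 nM then isoproterenol 1 µM plus Ro 20-1724 25 µM / Compound: one concentration, 3.6 µM, in 0.4% DMSO / Schedule: compound incubation 1 h at room temperature, readout 45 min post-stimulation / Measured by: membrane potential fluorescence / Read-out: % inhibition of NPY effect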
Numbers without * were called inactive; . = not tested or not shown; & = joins results of further samples. Rows are unselected, and some 6.5% of all compounds hit somewhere here.

SMILES	S1P4 antagonist	NPY1 pot ag	S1P4 ag	TRPN1 ag	NPY2 pot ag	TRPML3 ag	EP2 mod	CHOP inh	NPY-Y1 antag
CCOC(=O)N1CCC(NCCNC(=O)c2ccco2)CC1	-18	21	-0.5	0.7	6	0.3	11&28	11	1
COc1ccc(/C=N/Nc2nnc(Cc3ccccc3)c(=O)[nH]2)cc1OC	0	-6	0.8	-0.5	-24	-0.2	-45	-19	.
CC(=O)NC(CC(=O)O)c1ccccc1 (configuration not stated)	9	7	-2.7	1.9	-11	0.5	10	12	.
O=C(CN1CCCCCCC1)NC(=O)NC1CCCCC1	-4	10	0.1	1.6	-10	0.9	-24	40	1
COc1ccccc1/C=C1\SC(=S)N(Nc2nc(C)cc(C)n2)C1=O	-7	2	1.6	-1.1	19	0.9	20	-3	-2
CCC1CCCCN1CC(=O)c1c(C)[nH]c2ccccc12 (configuration not stated)	-6	-8	0.5	0.7	-11	0.3	-14	9	6
CC(=O)Nc1ccc(NC(=S)Nc2ccccc2)cc1	-6	8	0.9	0.1	13	0.6	38	13	-1
O=[N+]([O-])c1cc(/C=N/n2c(-c3ccncc3)n[nH]c2=S)ccc1Cl	-13	14	0.5	0.0	3	0.5	1	-43	-1
Cc1cc(C)c(C(=O)CN2C(=O)NC3(CCC(C)CC3)C2=O)cc1C (configuration not stated)	-21	4	-2.5	-0.6	-17	-0.7	-77	32	0
CCCC(O)(c1ccc(OC)cc1)C(CN(C)C)c1ccccc1 (configuration not stated)	4	-1	-1.2	1.2	-8	0.7	1	31	13
Cc1ccccc1-c1noc(-c2cccs2)n1	-9	-1	-0.8	0.7	-5	0.8	18	90*	2
COc1ccc(/C=C2\SC(=O)N(CC(=O)NNC(=O)c3ccccc3O)C2=O)cc1	-12	-16	-0.2	0.4	-3	0.5	0	78*	2
Nc1cc(N)nc(CS)n1	10	-13	1.1	0.2	-1	1.0	-22	0	.
COc1ccc(OCC(O)CNC(=O)Nc2cccc3ccccc23)cc1 (configuration not stated)	2	14	0.1	0.5	2	0.6	-50	8	.
COC(=O)Cc1ccc(NC(=O)c2ccc(C)c(C)c2)cc1	9	-12	1.6	1.4	2	-0.2	1	-17	7
CCOC(=O)c1c(C)nc2sc3c(=O)[nH]cnc3c2c1-c1ccc(OC)cc1	-2	-5	3.4	0.0	0	0.5	27	-32	2
COc1ccccc1NC(=O)N1c2ccccc2NC(=O)CC1C (configuration not stated)	5	4	1.1	-0.3	-2	0.4	-1	7	.
N=C1c2ccccc2CN1c1ccc(N2CCOCC2)c(S(=O)(=O)Nc2ccc(Cl)cc2)c1	7	-14	-1.7	1.6	-8	0.5	-24	11	.
CCN(CC)CCNC(=O)Cc1nn(Cc2ccccc2)c(=O)c2ccccc12	-8	8	2.3	0.4	1	0.2	0	13	6
COC(=O)c1ccc2c(=O)n(CCCCCC(=O)NCc3ccccn3)c(=O)[nH]c2c1	-2	-2	1.0	-0.6	4	0.6	23	1	1
O=C(Nc1ccccc1C(F)(F)F)NC1CCCCC1	3	-18	-0.6	3.0	-21	0.9	-16	5	0
O=C(Nc1cccc(F)c1)C1CC(=O)N(c2ccc(Cl)cc2)C1 (configuration not stated)	9	-20	1.6	2.5	-10	1.7	-16	10	4
COc1cc(/C=C2\SC(=O)N(c3ccc(Cl)cc3)C2=O)cc([N+](=O)[O-])c1O	-12	21	0.1	0.7	19	0.9	4	105*	-4
Cc1nc(C(=O)Nc2cc(Cl)ccc2Cl)nn1-c1cc(OC(C)C)c(Cl)cc1Cl	-4	-15	-0.8	2.1	-8	0.1	12	14	-1
CC(=O)N(CCN1CCOCC1)Cc1cc2cc3c(cc2nc1Cl)OCO3	-1	0	0.9	3.7	-4	0.3	3	-11	11
Cc1ccc(NC(=O)c2cc([N+](=O)[O-])ccc2N2CCCC2)cc1	-29	-16	0.3	-1.7	2	0.2	16	15	9
O=C(Nc1ccc(-c2nc3cccnc3s2)cc1)c1ccc(Cl)nc1	1	6	1.4	1.1	-7	1.2	-29	-4	.
CC(=O)c1cccc(NC(=O)c2cnn3ccccc23)c1	-11	0	2.3	0.2	4	0.1	10	-11	-2
Cc1c2c(nc3ccccc13)CCC(C)C2 (configuration not stated)	-11	-15	-0.6	-3.2	-15	-0.4	15	52	10
CC(=O)Oc1cccc(N2C(=O)C3C4C=CC(C4)C3C2=O)c1 (configuration not stated)	-3	7	0.7	0.6	3	0.1	26	27	-1
COc1ccc(/C=C/C(=O)NCC(=O)N2CCC(N(C)CCN3CCOCC3)CC2)cc1OC	-16	10	-0.9	0.6	-3	0.8	9	-2	1
COc1cccc(Cl)c1NC(=O)N1CCc2c([nH]c3ccccc23)C1C(F)(F)F (configuration not stated)	22	-40	0.7	1.0	-50	0.4	-35	-54	.
CN(C)c1ccc(-c2noc(-c3ccccc3O)n2)cc1	-1	-17	-0.7	0.0	-10	0.0	-2	44	-2
CCc1nc2ccccc2nc1N1CCN(S(=O)(=O)c2ccc(Cl)cc2)CC1	-4	-30	-0.3	-1.0	0	0.8	1	-4	.
COc1cc(C(=O)Nc2nnc(C(F)(F)F)s2)c([N+](=O)[O-])cc1OC	-2	3	-0.1	-0.1	14	1.9	22	7	0
O=C(Nc1cnn(C23CC4CC(CC(C4)C2)C3)c1)c1cc(-c2ccccc2)on1	-1	-8	0.1	0.9	-1	0.7	-29	48	-1
COc1cc(OC)c2c(C)cc(=O)oc2c1	-9	-5	0.4	-0.3	6	0.2	29&11	6	-2
Cc1ccc(S/C(=N\S(=O)(=O)c2ccc(Cl)cc2)c2ccccc2)cc1	-8	-4	-3.5	-0.4	-12	-0.3	41	86*	0
CCOC(=O)N1CCN(C(=O)c2oc3ccc(S(=O)(=O)N4CCCCC4)cc3c2C)CC1	6	18	0.5	1.0	10	-0.6	6	22	-5
Cc1ccc(S(=O)(=O)N2CCN(C(=O)CSc3nnnn3C)C2)cc1	-12	-4	2.7	0.3	-1	0.5	-13	21	-3

Entries of single compounds, looked up by structure. Order of screens: S1P4 antagonist | NPY1 pot ag | S1P4 ag | TRPN1 ag | NPY2 pot ag | TRPML3 ag | EP2 mod | CHOP inh | NPY-Y1 antag
`COc1ccc(/C=N/Nc2nnc(Cc3ccccc3)c(=O)[nH]2)cc1OC` is listed with 0 | -6 | 0.8 | -0.5 | -24 | -0.2 | -45 | -19 | .
`CC(=O)c1cccc(NC(=O)c2cnn3ccccc23)c1` is listed with -11 | 0 | 2.3 | 0.2 | 4 | 0.1 | 10 | -11 | -2

The list continues.
SMILES	S1P4 antagonist	NPY1 pot ag	S1P4 ag	TRPN1 ag	NPY2 pot ag	TRPML3 ag	EP2 mod	CHOP inh	NPY-Y1 antag
Nc1nnc(SCC(=O)OCC(=O)Nc2ccccc2)s1	4	-4	2.4	1.2	-18	0.3	26	36	-2
CCN(CC)c1ccc(C2C(C(=O)OCCOC)=C(C)NC3=C2C(=O)CC(C)(C)C3)cc1 (configuration not stated)	-3	4	3.4	0.7	8	0.1	9	9	-3
COc1cccc(/C=N/NC(=O)C(=O)N2CCCC2)c1O	5	-10	1.7	1.0	4	0.1	11	43	9
O=C(Cc1cccs1)Nc1cccc(-c2nc3cc4ccccc4cc3[nH]2)c1	4	-5	0.8	-0.6	-4	-0.5	-78	14	-2
COCCNC(=O)COc1ccc(Br)cc1Cl	-8	-3	2.5	1.5	-4	0.4	6	-5	6
COc1cccc(-c2nn(C)c3sc(C(=O)NCc4ccc5c(c4)OCO5)cc23)c1	-20	-26	-1.7	0.5	-29	-0.4	-22	10	12
Cc1c(Cl)cccc1NC(=O)CCC(=O)NNC(=O)c1ccco1	-2	23	3.1	1.3	-6	-0.2	34	-2	2
Cc1occc1C(=O)Nc1cccc2ccccc12	5	-10	-2.4	0.4	-10	-0.4	-45	18	1
c1ccc(-c2csc(Nc3nc(N4CCOCC4)nc(N4CCOCC4)n3)n2)cc1	-13	4	3.0	-1.0	5	0.7	-12	-15	1
COc1cc(OC)cc(-c2nnc(SCC(=O)N3CCCCC3)o2)c1	-11	-6	0.0	-0.8	-13	0.0	-4	14	0
CCC(CC)C(=O)Nc1cccc(C(=O)NCCc2ccccc2)c1	-3	0	1.5	-0.6	1	-0.3	-42	5	6
CCCn1nc(NC(=O)c2cccs2)c2cc3cc(C)ccc3nc21	-4	2	4.8	0.8	2	1.0	-32	22	.
CCOC(=O)c1oc2cc(C)cc(C)c2c1C	8	-36	1.1	-1.0	-41	-0.1	34	28	.
CC(=O)C(Sc1nc(N(C)C)nc(N(C)C)n1)C(=O)Nc1ccccc1 (configuration not stated)	14	-21	-0.7	-2.4	-7	-0.7	20	-11	19
COc1ccc(C=O)cc1COc1ccc(F)cc1F	-8	-22	-2.1	0.4	-3	-0.3	21	43	10
O=C(OCc1c(F)cccc1Cl)c1cnccn1	-7	4	-1.1	-0.5	7	0.0	7	-12	8
COC(=O)c1sc(NC(=O)c2ccc(Cn3cc(Cl)cn3)o2)c(C#N)c1C	-22	60*	1.8	8.8	36*	1.7	-38	-24	-11
CCCc1ccc(C(=O)NNc2cc(Cl)ccc2Cl)cc1	12	-27	-2.3	-3.0	-31	-1.0	-32	18	.
O=C1c2ccccc2C(=O)N1CCCc1c[nH]c2ccccc12	-12	-15	1.5	-1.0	4	0.4	1	42	3
Cn1c(COc2ccc(Cl)cc2)nc2ccccc2c1=O	1	-39	0.3	-1.3	-14	-0.5	10	35	18
COCCCNC(CC(=O)Nc1ccccc1C(=O)OC)C(=O)O (configuration not stated)	-27	-3	-0.1	-0.8	16	0.1	.	.	0
CN(Cc1nc(CCc2ccccc2)no1)Cc1cccs1	12	-10	-1.9	-1.7	-14	0.0	-43	-15	-4
O=C(CCl)NCCCN(C(=O)C(Cl)Cl)c1ccc([N+](=O)[O-])cc1	4	5	0.0	1.4	-9	1.0	5	-14	.
COc1cc(OC)cc(C(=O)Oc2c(CN3CCOCC3)cc(Cl)c3cccnc23)c1	1	1	-0.2	-1.7	-25	0.2	7	-125	.
COc1ccc(NC(=O)c2cccc(NC(=O)C3C4CC5OC(=O)C3C5C4)c2)c(OC)c1 (configuration not stated)	-12	15	-2.4	-0.5	11	1.6	4	14	0
O=C(N/N=C/c1ccc2cccc(OCc3ccccc3)c2n1)c1ccc(Cl)cc1	-7	-65	-3.1	-0.3	-45	0.2	-35	-2	18
COc1ccc(Nc2nc3ccc(C)cc3cc2C#N)c(OC)c1	-12	-14	0.9	-1.1	-15	0.6	45&27	13	3
CC(=O)Oc1ccc2oc(/C=C/N(C)C)c([N+](=O)[O-])c2c1	2	-13	-0.5	-0.9	12	-0.3	17	-4	-2
CC(=O)c1cc2c(cc1N/C(=N/S(=O)(=O)c1ccccc1)c1ccc(Cl)cc1)OCO2	-18	8	1.3	-0.4	11	-0.5	24	10	1
O=[N+]([O-])c1ccc(Oc2ccc(F)cc2Br)c2ccncc12	-15	13	0.8	-0.6	2	-0.8	18	69	7
CCOC(=O)c1cc(=O)n(Cc2ccccc2C)c2ccccc12	-7	-4	-1.4	-1.2	-22	-0.5	45	71*	9
